Screening results from PubChem.
RAD54 inh: RAD54 (human) branch migration inhibition; RAD54 Holliday junction branch migration, FAM/BHQ fluorescence; Q92698; inhibition, % at 10.4 µM; AID 602329; hit rate 0.14% among 360,000;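 active = mean normalized replicate activity at least 40 and at least half of replicates scoring 40 or more; inconclusive = only one of the two criteria met; inactive = mean below 40 and under half of replicates reaching 40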;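 also: 0% = median of neutral control wells and 100% = median of positive control wells; inhibitors cause a drop in the FAM fluorescence signal; in these data hits start at about 50%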
DENV2 CPE: DENV2-induced cell death inhibition. DENV2-infected cells, cytopathic effect rescue, plate reader. CPE inhibition, % at 9.99 µM. hit rate 1.7% among 350,000; in the data active = CPE inhibition above about 20%, passing the limit was not always enough; inconclusive = no clear call, values can overlap the other calls; tested in BHK-21 cells;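 also: 0% = median of neutral control wells and 100% = median of positive control wells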
CASP6 VEID inh: blocks human caspase-6 cleavage activity. inhibition, % at 12.5 µM. hit rate 0.53% among 350,000. AID 686996. purified caspase-6, Z-VEID-R110 cleavage fluorescence;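 active = mean inhibition across replicates at least about 35%, with every replicate also reaching that limit, limit read from the data; inconclusive = only one of the two criteria met; inactive = neither criterion met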;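 also: 0% = median of neutral control wells and 100% = no fluorescence left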
INS-1E GSIS act: primary screen for activators of insulin secretion dependent on glucose, INS-1E cells, GLuc reporter luminescence; AID 743287; hit rate 0.61% among 370,000; activation, % at 16.6 µM; INS-1E GLuc reporter insulin secretion, 2-3 h;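 active = lowest replicate activation of at least 40%, so every replicate reaches that level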;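 also: 0% = median of neutral control wells and 100% = median of IBMX positive control wells; some compounds called inactive have numbers as strong as hits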
F508del corr: CFTR F508del correction in bronchial cells. activity (quench increase), % at 7.58 µM. CFBE cells, YFP halide quenching; stimulated with forskolin plus potentiator P3; % fluorescence drop versus neutral controls. hit rate 0.36% among 350,000. AID 720511;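 active = mean added fluorescence quench of at least 8% versus neutral control, with both replicates also reaching 8%; inconclusive = only one of the mean or replicate conditions met; inactive = mean below 8% and not both replicates reaching 8%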;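 also: cells transiently co-express mutant CFTR-F508del with the halide-sensitive YFP; corrector assay measuring rescue of mutant channel to the surface after 24 h compound exposure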
RAD52 inh: RAD52 (human) annealing inhibition. AID 651710. recombinant RAD52 DNA annealing, FRET fluorescence. hit rate 0.46% among 360,000. P43351. inhibition, % at 18.7 µM;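 active = every replicate showing at least 50% inhibition; inconclusive = mean inhibition at least 50% but not in every replicate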
Target sequence (P43351 whole entry, looked up): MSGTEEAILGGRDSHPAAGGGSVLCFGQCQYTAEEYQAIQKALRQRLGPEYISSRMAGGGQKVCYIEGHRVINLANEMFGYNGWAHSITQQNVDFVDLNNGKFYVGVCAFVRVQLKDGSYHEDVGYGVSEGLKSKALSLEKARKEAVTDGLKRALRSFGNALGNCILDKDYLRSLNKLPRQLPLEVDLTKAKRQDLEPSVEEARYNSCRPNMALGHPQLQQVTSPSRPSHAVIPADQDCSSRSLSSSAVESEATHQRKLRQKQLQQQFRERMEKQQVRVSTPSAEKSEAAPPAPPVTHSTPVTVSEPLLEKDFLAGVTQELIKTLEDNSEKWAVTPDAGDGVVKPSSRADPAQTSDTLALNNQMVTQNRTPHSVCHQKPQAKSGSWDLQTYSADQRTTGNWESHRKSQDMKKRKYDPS
XiGFP reactiv: X-chromosome reactivation activator | hit rate 0.055% among 360,000 | activation, % at 7.58 µM | XiGFP mouse fibroblasts, % GFP-positive cells imaging, 3 d; cells co-treated with 5-aza-dC sensitizer; scaled so ellipticine positive control = 100% | AID 743238;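 active = mean normalized replicate activation at least 10% and every replicate at or above 10%; inconclusive = only one of the two criteria met; inactive = mean below 10% and not all replicates reach 10%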;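 also: 0% = median of on-plate neutral control wells and 100% = ellipticine 6 µM median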
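Assay system – SV40-immortalized XiGFP fibroblast cells, line 68-5-11 · Buffer or medium – DMEM supplemented with 5-aza-dC as sensitizing agent · Dosing – one concentration, pinned · Benchmarks – positive control ellipticine, 6 µM final · Times – 3 days compound exposure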
E-sel inducer: E-selectin induction on HUVECs. HUVEC E-selectin immunofluorescence imaging; normalized: neutral wells 0, TNF-alpha wells 100. hit rate 0.37% among 260,000. AID 686992. activation, % at 7.58 µM. P16581;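 active = mean E-selectin-positive cell signal at least 10% of the positive control, reached in at least 60% of replicates, without over 20% cell loss; inconclusive = no rule given, readout overlaps actives, possibly toxicity-flagged; inactive = the rest, including those meeting only one limit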;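 also: in these data hits start at about 27%; measured in HUVEC primary endothelial cells; signal is the percent of cells scored E-selectin positive by PE staining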
Target sequence (P16581 whole entry, looked up): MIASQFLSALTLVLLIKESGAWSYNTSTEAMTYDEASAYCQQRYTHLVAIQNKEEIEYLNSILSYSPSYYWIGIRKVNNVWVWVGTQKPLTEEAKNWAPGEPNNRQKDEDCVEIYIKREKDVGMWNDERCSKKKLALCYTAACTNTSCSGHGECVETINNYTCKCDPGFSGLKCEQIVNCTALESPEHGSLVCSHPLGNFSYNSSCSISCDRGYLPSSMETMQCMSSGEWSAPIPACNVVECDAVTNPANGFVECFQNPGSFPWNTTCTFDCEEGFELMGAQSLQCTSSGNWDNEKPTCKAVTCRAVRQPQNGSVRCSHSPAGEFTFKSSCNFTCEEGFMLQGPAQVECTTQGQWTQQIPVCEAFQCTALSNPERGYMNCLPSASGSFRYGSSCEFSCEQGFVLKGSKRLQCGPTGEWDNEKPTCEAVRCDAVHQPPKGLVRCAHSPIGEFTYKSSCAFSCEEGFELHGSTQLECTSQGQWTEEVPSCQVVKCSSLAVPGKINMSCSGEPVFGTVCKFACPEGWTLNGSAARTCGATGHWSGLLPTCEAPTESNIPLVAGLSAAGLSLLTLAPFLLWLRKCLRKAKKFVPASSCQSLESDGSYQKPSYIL
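Test system – human umbilical vein endothelial cells (HUVEC), E-selectin induction · Input – 3,000 HUVEC seeded per well · Buffer or medium – EGM-2, gelatin · Compound dosing – single-point compound dose · Detection – immunofluorescence imaging · Measure – percent E-selectin-positive cells · Controls – TNF-alpha high, DMSO low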
* marks the source's active call; other numbers are inactive results; ? = inconclusive; . = not tested or not shown. Compounds as they come; any-hit rate near 3.7%.

SMILES	RAD54 inh	DENV2 CPE	CASP6 VEID inh	INS-1E GSIS act	F508del corr	RAD52 inh	XiGFP reactiv	E-sel inducer
O=C(C[C@@H]1CC[C@@H]2[C@H](COC[C@H](O)CN2CC2CC2)O1)NCc1ccc(Cl)cc1	-4	5	-3	12	-0.7	-9	0.2	0.0
CCCCn1c(CCCNC(=O)CC)nc2ccccc21	0	-2	1	-3	-2.3	-7	0.2	.
Cc1cccc(COc2ccccc2C(=O)OCC(=O)N(C)c2c(N)n(Cc3ccccc3)c(=O)[nH]c2=O)c1	5	5	4	-21	0.6	-20	0.2	-1.3
Cc1ccc(S(=O)(=O)N[C@@H]2CC[C@@H](CCNC(=O)C3CC3)O[C@@H]2CO)cc1	-2	?	-2	13	1.4	17	-0.3	0.2
COc1cccc(S(=O)(=O)Nc2ccc3c(c2)[C@@H]2C[C@H](CC(=O)O)O[C@@H](CO)[C@@H]2O3)c1	8	-6	6	-5	0.5	-3	0.1	0.2
O=C(N/C(=C\c1ccc(Br)cc1)C(=O)N1CCOCC1)c1ccc([N+](=O)[O-])cc1	14	-1	0	-18	-1.0	-15	0.1	.
COc1cc(OC)cc(OC(=O)c2ccc3c(=O)n4c(nc3c2)CCC4)c1	18	-9	-1	-1	2.7	-14	0.1	.
Cc1ccc([C@@H]2CC=C(C(=O)O)[C@H](c3cccc(F)c3)N2S(=O)(=O)c2ccccc2C)cc1	-3	-9	3	.	-1.0	-10	1.0	.
Cc1ccc(S(=O)(=O)CCSc2nccn2C)cc1	.	-1	-9	-1	-0.3	3	0.2	.
C[C@H]1CCCCO[C@@H](CN(C)C(=O)C2CCCCC2)[C@@H](C)CN([C@@H](C)CO)C(=O)c2cc(NS(=O)(=O)c3ccccc3)ccc2O1	-27	-5	-1	-4	-1.4	31	0.0	-0.3

Shown with values under each structure: entries from further up
Order of results: RAD54 inh	DENV2 CPE	CASP6 VEID inh	INS-1E GSIS act	F508del corr	RAD52 inh	XiGFP reactiv	E-sel inducer
O=C(C[C@@H]1CC[C@@H]2[C@H](COC[C@H](O)CN2CC2CC2)O1)NCc1ccc(Cl)cc1
 : -4	5	-3	12	-0.7	-9	0.2	0.0
CCCCn1c(CCCNC(=O)CC)nc2ccccc21
 : 0	-2	1	-3	-2.3	-7	0.2	.

More entries follow:
SMILES	RAD54 inh	DENV2 CPE	CASP6 VEID inh	INS-1E GSIS act	F508del corr	RAD52 inh	XiGFP reactiv	E-sel inducer
CN1c2ccc(-c3ccc(F)cc3)cc2[C@@H]2[C@@H](CCN2S(=O)(=O)c2ccc(F)cc2)[C@@H]1CO	-1	-22	-1	0	2.0	-5	0.1	-0.9
O=C(Nc1ncc(S(=O)(=O)c2ccc([N+](=O)[O-])cc2)s1)c1cccnc1	-7	7	2	4	-1.1	-8	0.2	4.1
O=C(NC1CC1)C(=O)c1c[nH]c2ccccc12	3	-4	-1	20	-0.4	-11	-0.1	0.9
Cc1ccsc1/C=N/NC(=O)c1nnn(-c2nonc2N)c1-c1ccccc1	1	-7	-1	-1	-1.9	-7	0.1	.
COc1ccccc1NC(=O)N1CC[C@H]2[C@@H]1c1cc(C#Cc3ccc(F)cc3)ccc1N(C)[C@H]2CO	-2	34*	0	6	-2.6	74*	0.1	-0.1
C[C@@H]1CCCCO[C@@H](CN(C)C(=O)C2CCCCC2)[C@H](C)CN([C@H](C)CO)C(=O)c2cc(NS(=O)(=O)c3ccc(Cl)cc3)ccc2O1	-4	16	-2	-22	1.6	1	-0.1	0.1
O=C(Cc1ccccc1Cl)NC1(O)C(=O)c2ccccc2C1=O	5	5	15	.	-2.5	-9	0.0	.
COc1cccc(C=O)c1OC(=O)N1CCOCC1	16	?	0	1	.	1	0.0	0.5
C/C(=N\NC(=O)c1ccccc1[N+](=O)[O-])c1ccc(Br)s1	5	5	-1	3	.	-2	0.1	0.1
CN(C)c1ccc(-c2cc(NC=O)c3ncc(-c4ccc(F)c(Cl)c4)n3c2)cc1	-2	10	.	.	1.5	-84	-0.1	0.7
CCOc1ccc(C(=O)NCC(=O)NCC(c2cccs2)N2CCOCC2)cc1 (stereo not drawn)	-5	3	-139	-2	-2.7	-2	-0.1	.
COc1cccc(NC(=O)N(C)C[C@H]2Oc3cc(C#Cc4ccncc4)ccc3S(=O)(=O)N([C@@H](C)CO)C[C@@H]2C)c1	3	19	0	-41	-1.6	2	-1.3	0.2
CC(=O)Nc1ccc(S(=O)(=O)N2CCCC2C(=O)Nc2ccc3c(c2)OCCO3)cc1 (stereo not drawn)	2	-5	2	1	0.2	-5	0.0	.
CCCNC(=O)N1C[C@H](O)COC[C@H]2O[C@@H](CC(=O)N[C@H]3CCN(Cc4ccccc4)C3)CC[C@@H]21	7	-1	0	5	-3.0	7	0.6	0.0
CCOc1ccccc1N1CCN(CC(=O)Nc2nccs2)CC1	8	2	0	.	-1.1	-1	0.0	-0.1
NC(=O)C1CCN(C(=O)c2cnn(-c3ccccc3)c2NC(=O)c2cccc(F)c2)CC1	7	3	1	5	2.4	-10	.	.
C[C@@H]1CN([C@H](C)CO)S(=O)(=O)c2ccc(C#Cc3cccc(F)c3)cc2O[C@H]1CN(C)C(=O)CN1CCOCC1	-1	11	13	-5	0.9	-11	-0.7	-0.6
CN(C)CC(=O)Nc1ccc2c(c1)[C@H]1C[C@@H](CC(=O)NC3CCCC3)O[C@@H](CO)[C@H]1O2	-2	17	-2	4	1.3	0	0.6	1.3
COc1cccc(C(=O)Nc2sc(C(C)C)cc2C(N)=O)c1OC	.	0	0	-24	-1.7	-8	0.2	.
CC(C)Cn1c(N)c(C(=O)CSc2ncccn2)c(=O)n(C)c1=O	3	18	2	-9	2.5	-15	-0.1	0.2

Only E-sel inducer and F508del corr, for three of the compounds above:
SMILES	E-sel inducer	F508del corr
CC(=O)Nc1ccc(S(=O)(=O)N2CCCC2C(=O)Nc2ccc3c(c2)OCCO3)cc1 (stereo not drawn)	.	0.2
CCCNC(=O)N1C[C@H](O)COC[C@H]2O[C@@H](CC(=O)N[C@H]3CCN(Cc4ccccc4)C3)CC[C@@H]21	0.0	-3.0
CCOc1ccccc1N1CCN(CC(=O)Nc2nccs2)CC1	-0.1	-1.1

Back to the main list, starting 5 compounds before the break.
SMILES	RAD54 inh	DENV2 CPE	CASP6 VEID inh	INS-1E GSIS act	F508del corr	RAD52 inh	XiGFP reactiv	E-sel inducer
NC(=O)C1CCN(C(=O)c2cnn(-c3ccccc3)c2NC(=O)c2cccc(F)c2)CC1	7	3	1	5	2.4	-10	.	.
C[C@@H]1CN([C@H](C)CO)S(=O)(=O)c2ccc(C#Cc3cccc(F)c3)cc2O[C@H]1CN(C)C(=O)CN1CCOCC1	-1	11	13	-5	0.9	-11	-0.7	-0.6
CN(C)CC(=O)Nc1ccc2c(c1)[C@H]1C[C@@H](CC(=O)NC3CCCC3)O[C@@H](CO)[C@H]1O2	-2	17	-2	4	1.3	0	0.6	1.3
COc1cccc(C(=O)Nc2sc(C(C)C)cc2C(N)=O)c1OC	.	0	0	-24	-1.7	-8	0.2	.
CC(C)Cn1c(N)c(C(=O)CSc2ncccn2)c(=O)n(C)c1=O	3	18	2	-9	2.5	-15	-0.1	0.2
Cc1cc(C(=O)N/N=C/c2c[nH]c3ccccc23)c(C)o1	.	2	0	-18	0.0	-9	0.0	-0.9
C[C@H](CO)N1C[C@H](C)[C@H](CN(C)C)Oc2cc(C#CC3CC3)ccc2S1(=O)=O	-11	10	-1	0	1.1	9	-0.3	0.2
C/C(=N/O)c1ccc(Oc2cnccn2)cc1	.	-2	-1	9	.	-3	0.3	.
N=C1C(c2ccccc2)=C(O)CN1c1cccc2ccccc12	.	-5	6	0	-0.7	-18	0.1	0.0
O=C(CN1CCOCC1)NCC[C@H]1CC[C@@H](NS(=O)(=O)c2ccc(Cl)cc2)[C@@H](CO)O1	5	7	2	-8	-1.1	0	0.0	0.7
CCCC(=O)Nc1ccc2c(c1)OC[C@H](C)N(Cc1ccccn1)C[C@@H](C)[C@@H](OC)CN(C)C2=O	1	9	2	-1	-2.2	-5	0.3	-0.2
O=C1CN(c2nc3nonc3nc2N2CCCCC2)CCN1	.	3	-1	0	1.4	-8	0.2	.
COc1ccc(S(=O)(=O)N2CCOCC2)cc1C(=O)Nc1ccc2c(c1)OCO2	9	-1	0	14	-2.2	-6	0.2	.
NS(=O)(=O)c1ccc(Cl)c(C(=O)Nc2ccccc2[N+](=O)[O-])c1	.	-2	0	13	2.4	-11	0.0	.
COc1ccc(CNC(=O)CSc2nc(C)cs2)cc1	.	-4	-5	3	.	1	0.0	.
O=C(N[C@H]1CC[C@@H](CCNS(=O)(=O)c2ccccc2)O[C@@H]1CO)c1cnccn1	1	-8	0	-3	2.3	-13	-0.2	-0.5
COc1ccc(C(=O)COC(=O)CN2C(=O)c3ccccc3C2=O)c(OC)c1	-6	-3	3	15	-1.2	-7	0.0	0.4
COc1cccc(S(=O)(=O)N(C)C[C@@H]2Oc3ncc(-c4cccc(C(=O)N(C)C)c4)cc3C(=O)N([C@H](C)CO)C[C@@H]2C)c1	8	10	0	-1	-1.3	-5	0.3	-0.5
CS(=O)(=O)N1CCN(Cc2cc(=O)n3ccsc3n2)CC1	-13	4	2	8	-0.1	-11	0.0	.
CCCOc1ccc(C(F)(F)F)cc1NC(=O)CN1C(=O)C(=O)N(CC)C1=O	13	0	1	-10	-8.0	-16	0.1	-0.3
O=C(Nc1ccc(F)cc1)N1C[C@H]2[C@@H](c3ccccc31)[C@@H](CO)N2Cc1ccccc1Cl	-1	30*	-1	-24	0.4	5	-0.1	0.3
Cc1nc2cc(NC(=O)c3ccc(Br)s3)ccc2s1	3	-3	-2	13	0.0	-28	0.2	-0.3
Cc1noc(C)c1NC(=O)N(C)C[C@H]1OCCCC[C@@H](C)Oc2ccc(NC(=O)Cc3ccccc3)cc2C(=O)N([C@H](C)CO)C[C@@H]1C	6	5	-1	8	-3.0	-2	-1.0	0.1
Cc1ccc(OCCC(=O)Nc2ccc(C)c(F)c2)cc1	5	8	-3	1	-2.1	-11	0.0	1.0
CCCN(Cc1cc(=O)[nH]c2ccccc12)C(=O)CC	.	-1	1	-2	2.7	-9	.	-0.5

Fetched by structure from the entries so far, 2 records:
SMILES	RAD54 inh	DENV2 CPE	CASP6 VEID inh	INS-1E GSIS act	F508del corr	RAD52 inh	XiGFP reactiv	E-sel inducer
O=C(Nc1ccc(F)cc1)N1C[C@H]2[C@@H](c3ccccc31)[C@@H](CO)N2Cc1ccccc1Cl	-1	30*	-1	-24	0.4	5	-0.1	0.3
Cc1noc(C)c1NC(=O)N(C)C[C@H]1OCCCC[C@@H](C)Oc2ccc(NC(=O)Cc3ccccc3)cc2C(=O)N([C@H](C)CO)C[C@@H]1C	6	5	-1	8	-3.0	-2	-1.0	0.1
